BCR signal inh: inhibitors of chronic active B-cell receptor signaling | 340,000 compounds, 0.05% hits | ABC-DLBCL IkBa-CBG/CBR reporter, luminescence ratio, 4 h | Potency, µM (titrated, usually from 46.1 µM), for inactives: at the top dose ratio change, negative = lower green/red ratio, actives largely listed as inhibitors; active = well fitted inhibition curve with a large enough effect in the signal ratio, with a control signal flat, not every such curve was filed as active; inconclusive = small, poorly fitted or top-dose-only effect, or effect the other way, or a change in a side signal; the % refers to the signal ratio;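 note: potency is the fitted concentration of half-maximal effect; plate controls were basal doxycycline-induced cells for no effect and cells given 10 µM MG132 for full effect; MG132 reads +100%, hits lower the ratio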
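TMD8 human ABC-DLBCL cells with doxycycline-inducible IκBα–green luciferase fusion and unfused red luciferase, in 0.5% FBS medium; compounds up to 46 uM, 4 h at 37C. Green/red luminescence ratio, filter-overlap corrected, fitted to concentration-response curves.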
Coupling enz: inhibits coupling enzyme system, counter-screen for aldolase hits; coupling enzyme system counterscreen, AmpLite Red fluorescence; activity change, negative = inhibition, % at 58.2 µM, hits read low; 290,000 compounds, 0.67% hits; AID 2472; in the data active = activity change below about -30%; note: % is set by controls: 0 for no effect and ±100 for the full control effect
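Counterscreen of the coupled detection system alone, without aldolase: glyceraldehyde-3-phosphate coupling enzymes plus AmpLite Red readout. Compounds at 57.5 uM final, 10 min RT preincubation, 20 min RT reaction, fluorescence 525/598 nm.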
MLL CXXC-DNA inh: inhibitors of human MLL CXXC domain-DNA interaction; Q03164; MLL-CXXC / FITC-HOXA9 DNA fluorescence polarization; Potency, µM (titrated, usually from 115 µM), for inactives: top-dose activity change, negative = inhibition, actives largely listed as inhibitors; 290,000 compounds, 0.037% hits; active = well fitted inhibition curve with a large enough effect in the polarisation, with a control signal flat, not every such curve was filed as active; inconclusive = small, poorly fitted or top-dose-only effect, or effect the other way, or a change in a side signal; inactive = no such curve, though single readings can be large or run the other way; the % refers to the polarisation; note: potency is the fitted concentration of half-maximal effect
Target sequence (Q03164 whole entry, looked up, the tested form may be a part): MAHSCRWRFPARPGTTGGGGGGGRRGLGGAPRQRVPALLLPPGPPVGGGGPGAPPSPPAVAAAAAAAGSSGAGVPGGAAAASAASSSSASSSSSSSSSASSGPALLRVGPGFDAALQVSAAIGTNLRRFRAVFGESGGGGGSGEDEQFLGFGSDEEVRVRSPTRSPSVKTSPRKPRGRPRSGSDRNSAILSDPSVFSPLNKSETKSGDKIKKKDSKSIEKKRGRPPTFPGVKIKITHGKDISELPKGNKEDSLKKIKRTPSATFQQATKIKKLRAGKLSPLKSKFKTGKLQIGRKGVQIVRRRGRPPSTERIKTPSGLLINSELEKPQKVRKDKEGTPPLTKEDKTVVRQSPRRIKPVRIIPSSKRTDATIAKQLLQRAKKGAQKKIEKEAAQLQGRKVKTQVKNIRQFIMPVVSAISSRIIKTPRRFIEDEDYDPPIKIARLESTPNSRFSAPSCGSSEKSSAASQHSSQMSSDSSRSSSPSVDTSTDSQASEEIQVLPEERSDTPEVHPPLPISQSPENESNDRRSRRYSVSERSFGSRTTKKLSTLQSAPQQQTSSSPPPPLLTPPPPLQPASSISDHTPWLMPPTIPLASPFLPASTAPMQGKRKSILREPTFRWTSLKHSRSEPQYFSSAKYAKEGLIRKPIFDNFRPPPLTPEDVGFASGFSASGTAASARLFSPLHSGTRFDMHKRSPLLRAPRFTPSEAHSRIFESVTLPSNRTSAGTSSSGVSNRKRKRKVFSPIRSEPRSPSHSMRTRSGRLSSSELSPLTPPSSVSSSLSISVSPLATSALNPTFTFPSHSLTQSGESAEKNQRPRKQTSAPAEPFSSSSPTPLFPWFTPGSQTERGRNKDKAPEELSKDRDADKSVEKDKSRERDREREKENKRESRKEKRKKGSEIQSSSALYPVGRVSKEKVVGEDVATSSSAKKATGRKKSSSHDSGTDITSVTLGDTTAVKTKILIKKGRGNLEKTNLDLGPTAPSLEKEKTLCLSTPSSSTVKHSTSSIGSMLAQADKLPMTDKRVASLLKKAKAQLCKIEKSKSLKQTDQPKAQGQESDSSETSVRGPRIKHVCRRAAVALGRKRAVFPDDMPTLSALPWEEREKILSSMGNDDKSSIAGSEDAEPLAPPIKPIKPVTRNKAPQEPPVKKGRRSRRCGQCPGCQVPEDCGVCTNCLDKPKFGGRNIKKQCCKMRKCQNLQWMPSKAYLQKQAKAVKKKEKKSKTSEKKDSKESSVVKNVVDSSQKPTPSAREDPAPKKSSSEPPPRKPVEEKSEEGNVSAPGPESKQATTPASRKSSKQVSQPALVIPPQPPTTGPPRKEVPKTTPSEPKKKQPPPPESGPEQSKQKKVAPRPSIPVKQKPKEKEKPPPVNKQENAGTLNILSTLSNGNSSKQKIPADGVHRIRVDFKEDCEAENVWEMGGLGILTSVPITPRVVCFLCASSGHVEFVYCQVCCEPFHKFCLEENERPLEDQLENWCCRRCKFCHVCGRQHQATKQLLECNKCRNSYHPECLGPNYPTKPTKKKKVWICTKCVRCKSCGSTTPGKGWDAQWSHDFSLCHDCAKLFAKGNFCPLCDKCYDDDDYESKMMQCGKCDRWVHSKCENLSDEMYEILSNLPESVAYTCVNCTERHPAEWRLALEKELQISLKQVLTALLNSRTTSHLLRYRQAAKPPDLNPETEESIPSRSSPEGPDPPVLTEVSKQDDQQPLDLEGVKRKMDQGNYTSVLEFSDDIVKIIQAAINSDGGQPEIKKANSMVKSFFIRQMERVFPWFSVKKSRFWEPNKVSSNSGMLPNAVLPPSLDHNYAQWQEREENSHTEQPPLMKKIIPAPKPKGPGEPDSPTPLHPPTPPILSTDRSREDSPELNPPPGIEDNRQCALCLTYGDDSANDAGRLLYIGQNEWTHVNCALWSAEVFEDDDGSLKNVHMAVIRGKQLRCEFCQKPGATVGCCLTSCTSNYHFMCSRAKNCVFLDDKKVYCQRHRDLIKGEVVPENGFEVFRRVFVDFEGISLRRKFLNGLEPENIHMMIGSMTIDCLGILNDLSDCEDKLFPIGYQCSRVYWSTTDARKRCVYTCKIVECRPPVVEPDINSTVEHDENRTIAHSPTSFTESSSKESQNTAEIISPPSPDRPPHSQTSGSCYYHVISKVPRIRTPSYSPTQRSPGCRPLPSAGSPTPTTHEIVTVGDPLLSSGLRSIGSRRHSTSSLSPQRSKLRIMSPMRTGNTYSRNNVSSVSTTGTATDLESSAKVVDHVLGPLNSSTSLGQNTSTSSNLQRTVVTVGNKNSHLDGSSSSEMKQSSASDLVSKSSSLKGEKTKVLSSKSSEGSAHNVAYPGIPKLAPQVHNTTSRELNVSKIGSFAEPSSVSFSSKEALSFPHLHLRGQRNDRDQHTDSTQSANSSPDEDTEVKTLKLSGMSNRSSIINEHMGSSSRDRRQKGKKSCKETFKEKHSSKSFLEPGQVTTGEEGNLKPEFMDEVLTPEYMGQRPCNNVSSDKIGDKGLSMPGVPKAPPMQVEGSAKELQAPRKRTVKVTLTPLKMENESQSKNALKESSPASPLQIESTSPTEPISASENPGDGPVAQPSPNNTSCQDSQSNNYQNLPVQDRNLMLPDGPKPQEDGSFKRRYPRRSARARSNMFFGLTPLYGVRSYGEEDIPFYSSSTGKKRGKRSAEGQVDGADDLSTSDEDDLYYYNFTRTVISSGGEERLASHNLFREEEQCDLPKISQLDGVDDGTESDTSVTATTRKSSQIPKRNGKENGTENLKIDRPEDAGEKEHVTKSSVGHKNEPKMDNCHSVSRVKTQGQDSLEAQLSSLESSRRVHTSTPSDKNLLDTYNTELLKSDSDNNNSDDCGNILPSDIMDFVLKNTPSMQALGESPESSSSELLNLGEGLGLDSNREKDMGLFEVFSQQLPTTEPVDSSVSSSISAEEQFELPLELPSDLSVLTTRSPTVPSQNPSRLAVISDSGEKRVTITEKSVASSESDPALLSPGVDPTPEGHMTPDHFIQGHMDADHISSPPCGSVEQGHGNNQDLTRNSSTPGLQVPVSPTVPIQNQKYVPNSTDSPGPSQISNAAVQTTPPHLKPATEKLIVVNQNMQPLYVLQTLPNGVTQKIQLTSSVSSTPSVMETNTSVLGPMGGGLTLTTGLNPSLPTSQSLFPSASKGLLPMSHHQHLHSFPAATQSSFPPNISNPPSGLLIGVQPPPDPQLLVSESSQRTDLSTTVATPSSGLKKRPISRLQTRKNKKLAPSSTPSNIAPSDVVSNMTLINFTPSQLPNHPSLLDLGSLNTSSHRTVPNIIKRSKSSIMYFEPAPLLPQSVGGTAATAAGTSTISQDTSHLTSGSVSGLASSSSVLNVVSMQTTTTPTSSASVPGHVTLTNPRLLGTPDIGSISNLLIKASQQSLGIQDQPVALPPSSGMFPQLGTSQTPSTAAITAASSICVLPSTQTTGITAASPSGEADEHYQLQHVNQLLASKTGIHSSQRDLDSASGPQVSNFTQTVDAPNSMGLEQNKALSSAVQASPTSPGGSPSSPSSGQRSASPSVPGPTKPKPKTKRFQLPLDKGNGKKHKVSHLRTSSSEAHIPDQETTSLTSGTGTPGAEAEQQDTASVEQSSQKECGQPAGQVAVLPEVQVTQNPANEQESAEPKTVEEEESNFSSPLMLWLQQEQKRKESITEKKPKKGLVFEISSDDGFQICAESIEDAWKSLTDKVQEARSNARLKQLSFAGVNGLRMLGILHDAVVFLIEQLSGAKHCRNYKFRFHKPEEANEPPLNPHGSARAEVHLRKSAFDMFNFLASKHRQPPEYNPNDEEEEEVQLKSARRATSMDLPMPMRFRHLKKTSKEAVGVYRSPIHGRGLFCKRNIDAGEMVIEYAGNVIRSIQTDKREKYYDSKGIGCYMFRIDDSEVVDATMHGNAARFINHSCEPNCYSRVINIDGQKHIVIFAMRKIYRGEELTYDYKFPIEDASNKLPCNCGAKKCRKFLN
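Purified MLL-CXXC (added from a 7 uM solution) was preincubated 5 min at ambient with pinned compounds in 50 mM Tris-HCl pH 7.5, 50 mM NaCl, 1 mM DTT, 0.05% BSA. Fluorescein-labeled HOX-A9 DNA (50 nM solution) followed, 30 min, then polarization read.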
GALK inhibitor: galactokinase (human) inhibition; P51570; Purified GALK, Kinase-Glo residual ATP luminescence; Potency, µM (series often up to 57.5 µM), without a hit: at the highest dose activity change, negative = inhibition, usual class: inhibitors; AID 1868; 270,000 compounds, 0.007% hits; active = well fitted inhibition curve with a large enough effect; inconclusive = small, poorly fitted or top-dose-only effect, or effect the other way; note: potency is the fitted concentration of half-maximal effect; % is set by controls: 0 for no effect and ±100 for the full control effect
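ATP-depletion format; final 35 uM ATP, 100 uM D-galactose, 5 nM enzyme; pH 8.0 HEPES/Mg2+ buffer; 60 min RT; luminescence read 10 min after detection reagent.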
Starred values were filed as active, the others as inactive; ? = inconclusive; · = no result given; & = joins results of further samples; [ ] = dose if it differs, or a comment. The list is partial, so the mix of outcomes need not match the whole.

SMILES | BCR signal inh | Coupling enz | MLL CXXC-DNA inh | GALK inhibitor
CC(C)c1nc(N(C)S(C)(=O)=O)nc(-c2ccc(F)cc2)c1/C=C/C(O)CC(O)CC(=O)O (stereo not given) | · | 4 | 8% | ·
NS(=O)(=O)c1cc([C@@]2(O)NC(=O)c3ccccc32)ccc1Cl | · | 2 | -4%[51.4 µM] | ·
CC(=O)Oc1cccc(C(=O)O)c1OC(C)=O | · | 2 | 1% | ·
CCCCC(=O)N(Cc1ccc(-c2ccccc2-c2nn[nH]n2)cc1)C(C(=O)O)C(C)C (stereo not given) | · | 0 | -3% | ·
NC(=O)N[C@H]1NC(=O)NC1=O | · | 0 | -4%[51.4 µM] | ·
CN(C)CCc1c[nH]c2ccc(Cn3cncn3)cc12 | · | 4 | 0% | ·
CC(=O)N[C@@H]1C(O)OC(CO)C(O)C1O (stereo not given in full) | · | 0 | 1% | ·
CCCCC[C@H](O)/C=C/[C@H]1[C@H](O)CC(=O)[C@@H]1C/C=C\CCCC(=O)O | · | 1&4 | 0% | ·
COc1ccc(CCN(C)CCCN2CCc3cc(OC)c(OC)cc3CC2=O)cc1OC | · | 0&0 | -6% | ·
C[n+]1ccccc1/C=N\O | · | 1 | -3%[51.4 µM] | ·
CCN(CC)CCOC(=O)[C@@H](Cc1cccc2ccccc12)C[C@@H]1CCCO1 | · | 0 | -4%[51.4 µM] | ·
C=C1C(=O)O[C@@H]2[C@@H]1CC/C(C)=C\CC[C@@]1(C)O[C@H]21 | · | 4 | -5% | ·
CC(C)(C)C(=O)OCC(=O)C1CCC2C3CCC4=CC(=O)CCC4(C)C3CCC12C (stereo not given) | · | 2 | -3% | ·
CC1(CN2CCC(n3c(=O)[nH]c4ccccc43)CC2)OCc2ccccc2-n2cccc21 (stereo not given) | · | 0 | 0% | ·
CC(=O)Nc1c(I)c(C(=O)N[C@H]2[C@@H](O)[C@H](O)[C@H](CO)O[C@@H]2O)c(I)c(N(C)C(C)=O)c1I | · | 0 | -1%[51.4 µM] | ·
CC1=C(/C=C/C(C)=C/C=C/C(C)=C/C=C/C=C(C)/C=C/C=C(C)/C=C/C2=C(C)CCCC2(C)C)C(C)(C)CCC1 | · | 5 | -2% | ·
O=c1[nH]cnc2nc[nH]c12 | · | 1 | 22% | ·
Cc1cc(C(=O)NCCc2ccc(S(=O)(=O)NC(=O)NN3CCCCCC3)cc2)no1 | · | 4 | 3% | ·
COC(=O)C1=C(C)NC(C)=C(C(=O)OC(C)C)[C@H]1c1cccc2nonc12 | · | 0 | -1%[51.4 µM] | ·
CC[C@]1([C@H]2O[C@@H]([C@@H]3O[C@](O)(CO)[C@@H](C)C[C@H]3C)C[C@H]2C)CC[C@@H]([C@]2(C)CC[C@@]3(C[C@@H](O)[C@@H](C)[C@@H]([C@H](C)[C@H](OC)[C@H](C)C(=O)O)O3)O2)O1 | · | 1 | -2% | ·
NC(N)=NC[C@@H]1COC2(CCCCC2)O1 | · | 2 | 0%[51.4 µM] | ·
CCC1OC(=O)CC(O)C(C)[C@@H](O[C@@H]2OC(C)[C@H](O[C@@H]3C[C@@](C)(O)C(O)C(C)O3)C(N(C)C)C2O)[C@H](CC=O)CC(C)C(=O)/C=C/C(C)=C/[C@@H]1COC1OC(C)C(O)C(OC)[C@@H]1OC (stereo not given in full) | · | 5 | -5% | ·
CC=C(/C(=C/C)c1ccc(O)cc1)c1ccc(O)cc1 | · | 5 | 2%[51.4 µM] | ·
CCOC(=O)c1c(N)sc2c1CCN(Cc1ccccc1)C2 | · | -4 | 17% | ·
CN1CCN([C@@H](c2ccccc2)c2ccc(Cl)cc2)CC1 | · | 0 | 6%[51.4 µM] | ·
O=C(O)c1cc(O)c2c(c1)[C@H]([C@H]1c3cc(C(=O)O)cc(O)c3C(=O)c3c(O[C@@H]4OC(CO)C(O)C(O)C4O)cccc31)c1cccc(O[C@@H]3OC(CO)C(O)C(O)C3O)c1C2=O (stereo not given in full) | · | -39* | 3% | ·
CC(=O)N(C[C@@H](C)C(=O)O)c1c(I)cc(I)c(N)c1I | · | 5 | 20%[51.4 µM] | ·
O=[N+]([O-])O[C@H]1CO[C@H]2[C@@H]1OC[C@H]2O | · | 1 | 2% | ·
C=C(Nc1ccc(OCC)cc1)Nc1ccc(OCC)cc1 | · | -1 | 6%&7% | ·
COc1ccc(C[C@@H]2c3cc(OC)c(OC)cc3CC[N@+]2(C)CCC(=O)OCCCCCOC(=O)CC[N@@+]2(C)CCc3cc(OC)c(OC)cc3[C@H]2Cc2ccc(OC)c(OC)c2)cc1OC | · | 1 | -1%[51.4 µM] | ·
CC/C=C\C/C=C\C/C=C\C/C=C\C/C=C\C/C=C\CCC(=O)O | · | 0 | 4% | ·
O=C(O)[C@H]1C(=CCO)O[C@H]2CC(=O)N12 | · | -2 | -1% | ·
C[C@H]1CC[C@]2(OC1)O[C@@H]1C[C@@H]3[C@@H]4CC[C@H]5C[C@@H](O)CC[C@]5(C)[C@@H]4CC(=O)[C@@]3(C)[C@H]1[C@@H]2C | · | -1 | 12%[51.4 µM] | ·
C[C@@H](CNC1CCCCC1)OC(=O)c1ccccc1 | · | 1 | -3%[51.4 µM] | ·
Cc1cc(O)cc2c1O[C@](C)(CCC[C@H](C)CCC[C@H](C)CCCC(C)C)CC2 | · | -5 | -10% | ·
CCN(CCO)CCCC(C)Nc1ccnc2cc(Cl)ccc12 (stereo not given) | · | 1&-2 | 0% | ·
C[C@H](N)[C@H](O)c1cccc(O)c1 | · | 1 | 6%[51.4 µM] | ·
Cn1c(=O)c2c(ncn2C[C@@H](O)CO)n(C)c1=O | · | 1 | -1%[51.4 µM] | ·
NC[C@@H]1O[C@H](O[C@H]2[C@H](O)[C@H](O[C@@H]3O[C@H](CO)[C@@H](O)[C@H](N)[C@@H]3O)[C@@H](N)C[C@H]2N)[C@@H](O)[C@H](O)[C@@H]1O | · | 5 | -1%[51.4 µM] | ·
CC(=O)Oc1ccc(C2(c3ccc(OC(C)=O)cc3)C(=O)Nc3ccccc32)cc1 | · | -3 | -1%&6% | ·
CNc1cc(OC)c(C(=O)N[C@@H]2CCN(Cc3ccccc3)[C@H]2C)cc1Cl | · | 0 | -5% | ·
C=NC(C(=O)NC1C(=O)N2C1SC(C)(C)C2C(=O)O)c1ccccc1 (stereo not given) | · | 1 | 1% | ·
CC(=O)N[C@@H](Cc1ccc(O)cc1)C(=O)O | · | 4 | -1% | ·
Oc1c(C(c2cccs2)N2CCN(c3ccccc3)CC2)ccc2cccnc12 (stereo not given) | · | 2 | 2% | 10%
CCCC1CC(=O)OC1(C)C(=O)CSc1n[nH]c(-c2ccccc2)n1 (stereo not given) | · | 2 | -1% | -2%
COc1ccccc1CCNC(=O)C(=O)NCC(c1ccco1)S(=O)(=O)c1ccc(F)cc1 (stereo not given) | ? | · | · | ·
COC(=O)c1c(NC(=O)c2ccc(S(=O)(=O)N3CCCC(C)C3)cc2)sc2c1CCN(C(C)C)C2 (stereo not given) | 0% | · | · | ·
CCc1ccc(Nc2nnc(-c3cc4cc(OC)ccc4oc3=O)s2)cc1 | 13% | · | · | ·
O=C(Nc1cc(Cl)cc(Cl)c1)c1ccc(F)c(S(=O)(=O)N2CCN(c3ccccc3F)CC2)c1 | 1% | · | · | ·
CCN(CC)C(=O)c1sc2c(c1C)c(=O)n(-c1ccc(Cl)c(Cl)c1)c(=O)n2Cc1ccccc1C#N | 12% | · | · | ·
Next compounds follow:
SMILES | BCR signal inh | Coupling enz | MLL CXXC-DNA inh | GALK inhibitor
Cc1c(C(=O)Nc2c(F)cccc2F)sc2ncn(Cc3ccccc3F)c(=O)c12 | ? | · | · | ·
COc1ccccc1CNC(=O)CSc1nc(=O)[nH]c2c1CCCC2 | ? | · | · | ·
COc1ccc(CNC(=O)C(=O)NCC(c2cccs2)S(=O)(=O)c2cccs2)cc1 (stereo not given) | 0% | · | · | ·
Cc1cccc(C(=O)N2CCc3cc(CNC(=O)CSc4ccccc4)ccc32)c1 | ? | · | · | ·
Cc1ccc(Cl)cc1-n1ncc2c(N3CCC(C)CC3)ncnc21 | 10% | · | · | ·
NC(=O)C1CCN(c2ncnc3c2cnn3-c2ccccc2)CC1 | 17% | · | · | ·
O=C(CN1C(=O)CSc2ccc(S(=O)(=O)N3CCCCC3)cc21)NCc1ccc(F)cc1Cl | 5% | · | · | ·
CCc1cnc2c(c1SCC(=O)Nc1ccc(C(=O)OC)cc1)c(=O)n(C)c(=O)n2C | 12% | · | · | ·
COc1cccc(NC(=O)CSc2nc(=O)n(Cc3cccnc3)c3c2CCC3)c1 | ? | · | · | ·
Cc1cccc(N2CCN(C(=O)C3CCN(Cc4nc(-c5ccc(Cl)cc5)oc4C)CC3)CC2)c1C | -4% | · | · | ·
COc1cccc(NC(=O)CSc2nccn2C2CCCC2)c1 | 4% | · | · | ·
Cc1ccc(Nc2sc(C(=O)c3ccccc3)c(N)c2C(=O)NC(C)C)cc1 | 19% | · | · | ·
Cc1ccccc1NC(=O)CSc1nc2ccccc2c2nc(CCn3c(C)nc4ccccc43)nn12 | 3% | · | · | ·
Cc1ccc(N2CC(NC(=O)c3ccc(Br)o3)CC2=O)cc1C (stereo not given) | 0% | · | · | ·
COc1cc(CCC(=O)NCc2ccc3c(c2)CCN3C(=O)c2ccc(F)cc2)cc(OC)c1OC | ? | · | · | ·
CCCCN(CCCC)CCNC(=O)c1cc(-c2cccnc2)nc2ccc(S(=O)(=O)N3CCC(C)CC3)cc12 | 8% | · | · | ·
CCOC(=O)c1cc(-c2ccccc2)n(CCCC(=O)Nc2cc(C)ccc2OC)c1C | -1% | · | · | ·
COc1ccc(Cl)cc1C(=O)Nc1c2c(nn1-c1ccc(Cl)cc1)CS(=O)(=O)C2 | -3% | · | · | ·
Cc1cccc(-n2cnc3cc(C(=O)NCc4ccccc4Cl)ccc32)c1 | ? | · | · | ·
CCc1ccc(NC(=O)c2cc(S(=O)(=O)N3CCCCCC3)ccc2F)cc1 | 6% | · | · | ·

Pulled by structure from above:
SMILES | BCR signal inh | Coupling enz | MLL CXXC-DNA inh | GALK inhibitor
CCc1ccc(NC(=O)c2cc(S(=O)(=O)N3CCCCCC3)ccc2F)cc1 | 6% | · | · | ·
COc1ccc(Cl)cc1C(=O)Nc1c2c(nn1-c1ccc(Cl)cc1)CS(=O)(=O)C2 | -3% | · | · | ·
COc1cccc(NC(=O)CSc2nccn2C2CCCC2)c1 | 4% | · | · | ·
CCOC(=O)c1cc(-c2ccccc2)n(CCCC(=O)Nc2cc(C)ccc2OC)c1C | -1% | · | · | ·

Next entries follow.
SMILES | BCR signal inh | Coupling enz | MLL CXXC-DNA inh | GALK inhibitor
CCN(c1cccc(C)c1)c1ncnc2c1cnn2-c1cccc(Cl)c1 | 14% | · | · | ·
COc1cc2nc(NC(=O)c3ccc(S(=O)(=O)N4CCCC4)cc3)sc2cc1OC | ? | · | · | ·
FC(F)(F)c1cccc(-n2cc(-c3ccccc3)c3c(N4CCCCC4)ncnc32)c1 | 9% | · | · | ·
Cc1cc2n(n1)CCCN2C(=O)Nc1ccc(Cl)cc1 | ? | · | · | ·
CC(=O)c1cccc(Nc2ncnc3c2cnn3C)c1 | ? | · | · | ·
O=C(NC1CC(=O)N(c2ccccc2)C1)c1ccc(S(=O)(=O)N2CCCC2)cc1 (stereo not given) | -10% | · | · | ·
CCOc1ccc(OCC(=O)NCCS(=O)(=O)N2CCN(c3cccc(Cl)c3)CC2)cc1 | 0% | · | · | ·
COc1ccc(-c2nc3scc(CCNS(=O)(=O)c4ccc(F)c(C(F)(F)F)c4)n3n2)cc1OC | 0% | · | · | ·
Cc1ccc(-c2nc3sc(CCNC(=O)c4ccco4)c(C)n3n2)cc1 | -18% | · | · | ·
CCOC(=O)c1cc(-c2ccccc2)n(CCC(=O)NCCc2ccc(C)cc2)c1C | ? | · | · | ·
CCOc1ccc(Sc2cc(C(=O)NC(C)CC)c3ccccc3n2)cc1 (stereo not given) | -1% | · | · | ·

Compound activity (PubChem)
